tim10-1 inh: tim10-1 yeast growth inhibition. S. cerevisiae tim10-1 ts strain growth, BacTiter-Glo, 24 h. inhibition, % at 20 µM. 330,000 compounds, 2.2% hits. AID 463190;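 active = inhibition of at least 40%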;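 note: mutant grown at 25 °C; 0% = DMSO wells with yeast and 100% = wells holding no yeast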
Jurkat NFkB inh: inhibitors of the PMA/ionomycin-induced NF-kB reporter in Jurkat cells; PMA/ionomycin-induced NF-kB luciferase reporter, luminescence; inhibition, % at 4 µM; 330,000 compounds, 0.53% hits; AID 435003; in the data active = inhibition above about 50%
UPR XBP1 act: adaptive UPR (XBP1) activation; CHO-XBP1 luciferase reporter, IRE1-XBP1 UPR activation, luminescence; percent of tunicamycin response, DMSO as zero; activation, % at 20 µM; 330,000 compounds, 0.33% hits;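 active = versus positive control, 20 µM dose yields 30% or more activation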;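 note: 100% = tunicamycin at 10 µg/mL and 0% = DMSO only wells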
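assay system = CHO-XBP1 luciferase reporter cells | amount = 1000 cells/well | buffer or medium = F12 plus 10% FBS | compound dosing = single point, 20 µM final compound, 1% DMSO | incubation = 16-18 h cell attachment at 37 °C, then 6 h compound exposure | detection = Steady-Glo luminescence read | controls = tunicamycin 10 µg/mL and vehicle-only wells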
CHOP UPR activ: apoptotic UPR (CHOP) activation | CHO-CHOP luciferase reporter, luminescence; percent of tunicamycin response over DMSO baseline | activation, % at 10 µM | 330,000 compounds, 0.34% hits | AID 449763;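 active = at 10 µM dose, activation of 40% or more, normalized to positive control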;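 note: 100% = tunicamycin at 10 µg/mL and 0% = DMSO alone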
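Test system: CHO CHOP reporter cells. Input: 500 CHO-CHOP cells per well. Medium: F12 with 10% FBS. Technique: luciferase luminescence. Measure: percent activation relative to tunicamycin control. Dosing: 10 µM compound, 0.5% DMSO. Timing: 16-18 h cell attachment, then 6 h compound exposure, 37 °C.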
tim23-1 inh: inhibits growth of tim23-1 mutant yeast; S. cerevisiae tim23-1 growth, BacTiter-Glo luminescence, 24 h; inhibition, % at 20 µM; 330,000 compounds, 1.3% hits;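 active = growth inhibition of the mutant yeast at or above 50%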;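 note: temperature-sensitive mutant grown at 25 °C; plate controls were DMSO-treated mutant yeast for no effect and medium wells lacking yeast for full effect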
Mdm2-MdmX inh: disrupts the human Mdm2-MdmX interaction; AID 485346; 330,000 compounds, 3% hits; inhibition, % at 8 µM; O15151+Q00987; SaOS-2 split-luciferase Mdm2/MdmX complementation, luminescence;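 active = inhibition of at least 50% at 8 µM in the primary screen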
Target sequence (O15151 whole entry, looked up): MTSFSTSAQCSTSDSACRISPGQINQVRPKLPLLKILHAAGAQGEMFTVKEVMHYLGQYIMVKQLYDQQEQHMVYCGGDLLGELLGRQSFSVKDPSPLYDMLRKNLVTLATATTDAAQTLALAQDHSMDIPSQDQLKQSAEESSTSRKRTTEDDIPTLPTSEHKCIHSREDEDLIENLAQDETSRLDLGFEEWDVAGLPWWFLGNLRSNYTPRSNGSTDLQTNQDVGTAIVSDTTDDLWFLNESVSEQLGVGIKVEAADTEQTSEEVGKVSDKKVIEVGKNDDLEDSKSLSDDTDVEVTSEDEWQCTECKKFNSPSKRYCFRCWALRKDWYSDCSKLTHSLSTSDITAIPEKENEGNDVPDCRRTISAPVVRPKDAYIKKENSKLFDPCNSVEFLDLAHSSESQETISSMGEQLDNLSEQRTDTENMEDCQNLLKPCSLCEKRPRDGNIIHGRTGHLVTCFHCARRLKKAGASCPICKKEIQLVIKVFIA
Target sequence (Q00987 whole entry, looked up): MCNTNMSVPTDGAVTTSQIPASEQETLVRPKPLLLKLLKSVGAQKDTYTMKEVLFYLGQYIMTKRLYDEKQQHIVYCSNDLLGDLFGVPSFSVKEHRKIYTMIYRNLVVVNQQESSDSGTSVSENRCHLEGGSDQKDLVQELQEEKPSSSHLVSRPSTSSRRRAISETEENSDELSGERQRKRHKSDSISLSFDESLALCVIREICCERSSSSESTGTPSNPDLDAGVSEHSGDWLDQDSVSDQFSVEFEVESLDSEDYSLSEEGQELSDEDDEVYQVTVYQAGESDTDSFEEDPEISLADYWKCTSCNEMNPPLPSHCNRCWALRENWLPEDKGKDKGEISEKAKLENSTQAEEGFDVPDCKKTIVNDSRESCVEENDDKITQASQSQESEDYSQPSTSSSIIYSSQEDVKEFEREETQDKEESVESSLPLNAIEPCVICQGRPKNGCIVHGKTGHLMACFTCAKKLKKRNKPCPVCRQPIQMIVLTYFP
TIM10 inh: TIM10 yeast growth inhibition; inhibition, % at 10 µM; S. cerevisiae TIM10 strain growth, BacTiter-Glo luminescence, 24 h; AID 463195; 330,000 compounds, 1.4% hits;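 active = inhibition of 40% or more at the single tested concentration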;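 note: wild-type TIM10 isogenic control strain grown at permissive 25 °C; 0% = DMSO yeast wells and 100% = minimal medium wells without yeast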
697 NFkB inh: inhibitors of the PMA/ionomycin-induced NF-kB reporter in 697 B cells | 697 B-cell NF-kB luciferase reporter, 16 h | inhibition, % at 4 µM | 330,000 compounds, 0.33% hits; in the data active = inhibition above about 35%
Numbers without * were called inactive; & = joins results of further samples; ! = repeats disagree. Outcome played no part in choosing rows (roughly 6.6% active in at least one column).

canonical_smiles,TIM10 inh,697 NFkB inh,Mdm2-MdmX inh,Jurkat NFkB inh,CHOP UPR activ,tim23-1 inh,tim10-1 inh,UPR XBP1 act
CCc1nc(SCC(=O)Nc2cccc3ccccc23)[nH]c(=O)c1C,-24,15,19,4,0.1,-10,-11,-3
CCNC(=O)CC(=O)Nc1ccccc1C(=O)O,-7,19,-10,-11,-1.6,-10,-9,-1
O=C(COc1ccccc1)NCCc1nc2ccccc2[nH]1,2,15,-22,13,-1.5,4,8,0
c1ccc(-c2noc(-c3cccnc3)n2)cc1,10,-112,-60,-84,3.3,5,4,2
CCn1nc(C(C)C(=O)O)c2ccccc2c1=O (stereo not drawn),2,13,19,5,1.0,-8,3,0
CCOc1ccc(N=C(C)c2ccccc2O)cc1,-17,-24,-10,-10,5.1,0,10,0
O=C(O)c1ccc2c(=O)n3c(nc2c1)/C(=C/c1ccc(C(F)(F)F)cc1)CC3,6,-3,13,-5,-0.9,6,14,-5
O=S1(=O)CCO[C@H]2Cc3ccccc3[C@H]2N1Cc1cccc(F)c1,-5,18,14,13,-1.5,-5,28,1
O=C(COC(=O)c1cccc(F)c1)NC1CC1,-11,20,6,4,0.7,4,10,0
CC1=C(C)CC(C(=O)NNC(=O)c2cccc(Cl)c2)C(C(=O)O)C1 (stereo not drawn),-17,12,25,-3,0.0,1,-1,-2
COc1ccc(NC(=O)COc2ccc(C)c(C)c2)cc1S(=O)(=O)N1CCCCC1,-14,-16,-1,-7,2.4,3,-7,1
Cc1ccc(C(=O)OC(C)C(=O)NC2CCCCC2C)s1 (stereo not drawn),4,5,-8,0,-1.5,23,7,-4
COc1ccc(C2CC(C)(c3ccc(OC)cc3OC)Nc3ccccc3N2)c(OC)c1 (stereo not drawn),15,2,38,-23,1.8,34,25,0
Cc1ccc(S(=O)(=O)c2nc(S(=O)(=O)c3ccccc3)sc2N2CCN(C)CC2)cc1,14,-1,61*,20,1.2,29,39,-4
c1ccc(OCc2nc3c4c(ncn3n2)-c2ccccc2CC42CCCC2)cc1,-26,2,10,3,-0.1,-6,-17,-2
CC1CCCCC12NC(=O)N(CC(=O)N(C)Cc1nc3ccccc3c(=O)[nH]1)C2=O (stereo not drawn),1,21,4,-12,-0.6,0,-16,-1
Cc1ccc2cc3c(N)c(C(=O)N4CC(=O)Nc5ccccc54)sc3nc2c1,-9,-26,64*,-12,2.1,-13,-14,12
O=C(Nc1cccc(-c2cn3cccnc3n2)c1)c1ccco1,-11,14,-26,-13,-0.5,5,-7,-1
CCCCC(CCC(=O)O)(C(=O)OCC)c1csc(Nc2ccc(OCC)cc2)n1 (stereo not drawn),-12,19,-7,-8,-0.1,28,4,-1
Cc1ccc(Cl)c(N/C=C/C(=O)c2ccccc2)c1,15,-229,-138,-181,3.6,46,32,5
COc1ccc(CNC(=O)N2CCN(S(=O)(=O)c3ccccc3F)CC2)cc1,9,13,2,12,1.0,5,9,4
O=C(Nc1ccc(Br)cc1)Nc1ccccc1Cl,17,-92,-73,-31,4.1,14,17,6
Brc1ccc(OCCCOc2cccc3cccnc23)cc1,20,-7,-5,-6,1.9,37,16,-2
COc1ccc(CCNC(=O)CCS(=O)(=O)c2ccc3c(c2)NC(=O)CO3)cc1OC,-2,5,14,0,-0.1,-7,-1,-7
Cc1ccc(S(=O)(=O)N(C)C)cc1NC(=O)COC(=O)CCNS(=O)(=O)c1ccccc1,6,-1,-1,-13,1.4,-21,-14,1
CCn1cc(C(=O)NN)c(=O)c2cc(F)c(N3CCCCC3)cc21,8,2,26,9,-0.7,51*,16,0
Cc1ccc(CC23CN4CCN(CC(C4)C2O)C3)c(C)c1 (stereo not drawn),3,13,-16,2,-0.8,3,6,0
CCc1[nH]nc2c1C1(CCOC1C)C(C#N)=C(N)O2 (stereo not drawn),-14,-5,-18,-5,0.8,8,9,1
CN(Cc1ccc(F)cc1)C(=O)c1ccc2c(c1)NC(=O)CS2,-6,12,-13,-6,1.5,5,3,-2
CCOC(=O)c1ccc(NC(=O)C(=O)NCc2ccc(/C=C(/C#N)C(=O)NCCOC)o2)cc1,2,10,15,4,1.5,10,4,0
CN(Cc1cccs1)C(=O)CCc1c[nH]c2ccccc12,15,6,-6,5,-1.3,17,6,0
CC1(C)CC(=O)C2=C(C1)Nc1ccccc1NC2c1cccnc1 (stereo not drawn),-21,-19,7,-7,0.2,17,6,1

Retrieved by structure from the list above, 4 records:
canonical_smiles,TIM10 inh,697 NFkB inh,Mdm2-MdmX inh,Jurkat NFkB inh,CHOP UPR activ,tim23-1 inh,tim10-1 inh,UPR XBP1 act
CCc1[nH]nc2c1C1(CCOC1C)C(C#N)=C(N)O2 (stereo not drawn),-14,-5,-18,-5,0.8,8,9,1
CN(Cc1cccs1)C(=O)CCc1c[nH]c2ccccc12,15,6,-6,5,-1.3,17,6,0
COc1ccc(C2CC(C)(c3ccc(OC)cc3OC)Nc3ccccc3N2)c(OC)c1 (stereo not drawn),15,2,38,-23,1.8,34,25,0
O=C(Nc1ccc(Br)cc1)Nc1ccccc1Cl,17,-92,-73,-31,4.1,14,17,6

Next section
canonical_smiles,TIM10 inh,697 NFkB inh,Mdm2-MdmX inh,Jurkat NFkB inh,CHOP UPR activ,tim23-1 inh,tim10-1 inh,UPR XBP1 act
O=S(=O)(NCCc1ccncc1)c1cc(Br)ccc1F,0,-32,-9,11,-0.6,-21,22,-2
CCC(Sc1nc(C)cc(C)n1)C(=O)Nc1nccs1 (stereo not drawn),-25,-19,18,-4,-0.3,-36,-28,-4
O=C(NCc1ccco1)c1cccc(NS(=O)(=O)c2ccccc2F)c1,2,12,-5,-5,1.1,3,16,3
CCOC(=O)N1CCN(C(=O)COC(=O)CNC(=O)c2ccc(OCC)c(OCC)c2)CC1,3,4,9,-1,-0.2,14,3,-3
COc1ccc(-c2nc(CN3CCC(C(=O)NC4CC4)CC3)c(C)o2)cc1OC,-7,-2,26,5,-0.3,-1,11,1
O=C1c2ccccc2C(Nc2ccc3nc(-c4cccnc4)[nH]c3c2)N1Cc1ccco1 (stereo not drawn),-6,16,-2,10,2.4,9,8,0
CCc1ccc2[nH]c(O)c(N=NC3=NC(=O)CS3)c2c1,3,8,-4,1,0.9,10,-4,-2
C=CCN(Cc1cccc(OC)c1OC)S(=O)(=O)N(C)C,-4,-14,-12,-7,0.0,6,6,0
CC(C)CCNC(=O)CN(Cc1ccco1)C(=O)c1snc(C(N)=O)c1N,12,16,-14,17,0.1,3,12,1
COC(=O)c1ccccc1NC(=O)c1ccccc1SC,10,-4,-41,-13,-0.1,32,22,1
Cc1ccc(N(C(=O)CC2NC(=O)NC2=O)C2(C(=O)NC3CCCC3)CCCCC2)cc1 (stereo not drawn),3,1,13,-12,-3.1,14,6,-2
Fc1ccc(CN2CCN(c3ncccn3)CC2)c(F)c1,1,-1,23,-6,0.3,-13,-12,-4
CC(=O)c1cccc(OCC(=O)N(Cc2ccco2)c2c(N)n(Cc3ccccc3)c(=O)[nH]c2=O)c1,-15,7,1,10,-1.1,3,0,-4
CCOC(=O)[C@@H]1[C@H]2COc3ccccc3[C@@H]2N2C(=O)N(c3cccc(Cl)c3)C(=O)[C@@]12C,29,19,19,18,2.2,44,28,2
Cc1ccn2cc(CCNS(=O)(=O)c3ccc4c(c3)CCCC4)nc2c1,13,-10,-5,-10,-1.9,13,24,-2
O=[N+]([O-])c1cc(C(F)(F)F)ccc1NCCOc1ccccc1,20,-30,-105,-29,4.5,23,24,3
Cc1ccc(SCc2ccc(C(=O)Nc3ccccc3Br)cc2)cc1,0,-4,5,8,-0.9,4,-9,0
COc1cc([N+](=O)[O-])ccc1NC(=O)C[n+]1cccc(C)c1,-14,9,-16,-15,1.5,4,8,3
CSc1nnc(C)c(=O)n1COC(=O)c1ccc(S(=O)(=O)N2CCOCC2)cc1,-1,9,8,-6,0.8,8,-7,-1
COc1cccc(C(C(=O)NC(C)(C)C)N(C(=O)CCC(=O)Nc2cc(C)on2)c2ccc3c(c2)OCCO3)c1OC (stereo not drawn),3,6,9,-11,-1.3,9,2,-4
CC1CCN(C(=O)CSc2nc(C3CC3)nc3ccccc23)CC1,-15,-16,26,-13,0.1,34,-14,-3
NC(=O)c1nsc(C(=O)N(Cc2ccco2)C(C(=O)NCc2ccc(F)cc2)c2ccc(O)cc2)c1N (stereo not drawn),1,8,9,-4,0.8,7,-12,2
Fc1ccc(Nc2nc(N/N=C/c3ccco3)nc(N3CCCCC3)n2)cc1,40*,9,31,9,1.7,41,13,-3
Cc1cc(C)c(C)c(OCC(=O)O/N=C(\N)c2ccccn2)c1,10,9,24,-3,-0.5,25,26,7
CC(=O)OC1CCC(OC(C)=O)c2c1n([O-])c(C)c(C)[n+]2=O (stereo not drawn),4,15,19,-6,-2.3,7,1,-3
CCCCCn1c(=N)n(CC(O)COc2ccccc2OC)c2ccccc21 (stereo not drawn),-4&-10,-11&-14,61*!,13&10,-2.3&2.3,-10&7,-3&-1,-2&-3
CC(C)C(=O)Nc1c(-c2ccc(Cl)cc2)c(=O)c2ccccc2n1C,15,11,-4,5,-0.5,6,4,-1
COC(=O)c1sccc1NC(=O)CC1C(=O)NCCN1C(=O)Nc1ccccc1 (stereo not drawn),9,-1,-10,15,0.0,12,-10,1
CN(Cc1ccccc1)CC(O)COc1ccc(CNCc2nccn2C)cc1 (stereo not drawn),4,10,7,-7,1.5,-6,-18,2
Fc1cccc(Nc2ncnc3[nH]ncc23)c1,0,4,39,-1,-0.4,3,20,1
c1ccc(-c2n[nH]c(-c3ccccc3)c2-c2nc3ccccc3[nH]2)cc1,13,-31,-10,3,1.4,18,16,-1
Cc1ccc(C)c(N(C(=O)c2csnn2)C(C(=O)NC2CCCCC2)c2cccnc2)c1 (stereo not drawn),0,-27,-23,-7,-1.2,6,3,0
CCSc1nc2ccccc2c(=O)n1CCc1ccc(OC)c(OC)c1,-94,-30,8,-2,-0.8,-10,-47,0
Cc1nc(-c2nnc(SCC(=O)Nc3ccc(C(F)(F)F)cc3)n2C)cs1,2,11,19,2,-0.8,8,8,-2
Cc1ccsc1C(=O)NNC(=O)c1ccncc1,-3,5,30,8,0.8,4,-14,0
Cc1ccc(SCC(=O)n2nc(C)cc2C)cc1,-8,10,-23,8,0.8,2,6,-1
CCOC(=O)c1c(C)[nH]c(C)c1C(=O)COC(=O)c1ccc(Cl)c(S(N)(=O)=O)c1,0,-14,26,3,-1.5,9,-2,0
Cc1cc(=O)[nH]c(SCc2nc3ncccn3c2Br)n1,5,24,8,-4,0.5,-5,9,0
Cc1cc(-n2nc(C)cc2C)nc(N)n1,6,20,4,-3,-0.2,0,14,1
Cc1ccc(C2=NOC(C)(c3nnc(-c4ccc(Cl)cc4)o3)C2)cc1 (stereo not drawn),-25,8,4,-4,-1.6,2,-17,-3
COC(=O)c1sc(-c2ccccc2)cc1NC(=O)c1cc(OC)cc(OC)c1,-11,-22,47,-9,2.9,1,8,0
COC(=O)CNC(=O)CCCCC(=O)NCC(=O)OC,8,-11,-26,-3,2.0,0,0,0
COC(=O)C1=C(NC(=O)c2ccc(Br)cc2)CCS1,-11,2,28,-9,-0.2,-4,3,0
